# Screens as filed in PubChem BioAssay.
# PRMT1 inh: PRMT1 (human) inhibition, primary screen; inhibition, % at 2.79 µM; recombinant PRMT1, activity-based probe fluorescence polarization; AID 652257; hit rate 1.3% among 370,000; Q99873;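 active = inhibition above about 21% made by adding two undisclosed values, limit read from the data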
# ABHD4 inh: inhibitors of mouse ABHD4; Q8VD66; purified mABHD4, FP-Rh probe fluorescence polarization; inhibition, % at 8.92 µM; hit rate 0.54% among 370,000;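 active = inhibition exceeding the mean over every tested compound plus 3 SD, cut at about 30% in these data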;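 note: 0% = plate median of compound wells and 100% = S159A mutant with DMSO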
#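 Test system: mABHD4 protein; Read-out basis: % inhibition; Incubation: 45 min + 60 min at 25 °C; Repeats: single replicate; Technique: fluorescence polarization with parallel and perpendicular emission, 525/598 nm; Compound: 8.92 µM, single dose; Benchmarks: full inhibition S159A mutant plus DMSO, zero as sample-well median.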
# TCR-CD3 inh: blocks the human TCR-CD3 interaction; TAMRA-labeled TCR probe fluorescence, biochemical; inhibition, % at 9.4 µM; hit rate 0.37% among 360,000; in the data active = inhibition above about 19%;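 note: recombinant mutant TCR 2C K166C tagged with TAMRA read by polarization; 0% = receptor in buffer alone and 100% = receptor with positive control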
# MBD2 DNA inh: MBD2-methylated oligo binding inhibition; hit rate 0.31% among 370,000; TR-FRET, MBD2 binding to methylated oligonucleotide; inhibition, % at 4.4 µM; Q9UBB5; in the data active = inhibition above about 13%
# UHRF1 binding: blocks human UHRF1 binding to methylated DNA; Q96T88; UHRF1 binding to methylated oligo, TR-FRET; inhibition, % at 4.4 µM; hit rate 0.75% among 370,000; AID 687016; in the data active = inhibition above about 21%;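 note: UHRF1 SRA domain binding a hemimethylated CpG hairpin DNA probe; 0% = median of test compound wells and 100% = reference inhibitor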
# rCAG RNA binder: binds r(CAG) RNA repeats; hit rate 1.3% among 370,000; inhibition, % at 3 µM; r(CAG) RNA repeat, TO-PRO-1 dye displacement fluorescence;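 active = inhibition above the plate cutoff, the mean of all test compounds on that plate plus 3 SD, cut at about 35% in these data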;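 note: 0% = DMSO alone and 100% = 100 µM mitoxantrone as full dye displacement; higher means more dye released from RNA so lower well fluorescence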
# NPR1 activator: GC-A (human) enzyme activation; P16066; HEK293 GC-A cells, cGMP TR-FRET, EC30 ANP; 0% at EC30 ANP, 100% saturating ANP; activation, % at 10 µM; hit rate 0.14% among 370,000; in the data active = activation above about 40%
# NPR2 activator: GC-B (human) receptor activation. hit rate 0.11% among 370,000. activation, % at 10 µM. HEK293-GC-B cells, CNP EC30, cGMP TR-FRET; 0% at EC30 CNP, 100% saturating CNP;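 active = activation at 10 µM reaching about 35% in either raw or pattern-adjusted values, limit read from the data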
# Target sequence (P20594 whole entry, looked up): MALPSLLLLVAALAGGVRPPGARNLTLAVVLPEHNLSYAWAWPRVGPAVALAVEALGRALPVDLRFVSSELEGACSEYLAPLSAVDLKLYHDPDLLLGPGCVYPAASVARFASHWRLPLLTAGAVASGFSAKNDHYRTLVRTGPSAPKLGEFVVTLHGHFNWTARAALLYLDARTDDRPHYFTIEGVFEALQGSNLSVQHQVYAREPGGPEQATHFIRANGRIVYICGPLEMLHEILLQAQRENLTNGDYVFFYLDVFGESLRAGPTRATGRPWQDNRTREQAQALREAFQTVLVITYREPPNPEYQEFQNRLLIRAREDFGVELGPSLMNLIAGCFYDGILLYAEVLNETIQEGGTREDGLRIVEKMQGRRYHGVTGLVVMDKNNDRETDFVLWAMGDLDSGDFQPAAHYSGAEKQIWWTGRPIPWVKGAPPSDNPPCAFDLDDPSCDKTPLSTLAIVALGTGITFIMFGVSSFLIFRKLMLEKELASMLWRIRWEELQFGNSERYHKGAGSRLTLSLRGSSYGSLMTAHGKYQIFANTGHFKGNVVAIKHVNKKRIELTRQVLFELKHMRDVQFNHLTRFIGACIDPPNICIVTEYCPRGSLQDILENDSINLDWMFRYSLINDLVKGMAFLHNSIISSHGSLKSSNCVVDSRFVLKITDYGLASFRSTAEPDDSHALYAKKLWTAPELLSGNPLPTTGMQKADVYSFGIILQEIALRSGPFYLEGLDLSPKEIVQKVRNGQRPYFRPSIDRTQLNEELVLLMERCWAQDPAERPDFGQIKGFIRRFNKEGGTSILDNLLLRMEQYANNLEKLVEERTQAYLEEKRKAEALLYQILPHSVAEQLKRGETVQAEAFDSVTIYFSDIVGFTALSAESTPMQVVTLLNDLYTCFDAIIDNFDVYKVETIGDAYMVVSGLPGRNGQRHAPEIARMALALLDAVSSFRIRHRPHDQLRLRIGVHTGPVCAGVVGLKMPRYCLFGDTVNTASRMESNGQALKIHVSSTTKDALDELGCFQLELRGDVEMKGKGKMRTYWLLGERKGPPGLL
# SIAE primary: inhibitors of human sialic acid acetylesterase SIAE. hit rate 0.69% among 370,000. inhibition, % at 9.66 µM. SIAE FP-Rh probe binding, fluorescence polarization;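 active = inhibition above a cutoff: mean of compounds within the control limits plus 3 SD of those, cut at about 17% in these data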;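 note: 0% = plate median of compound wells and 100% = probe without SIAE protein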
# HTRA1 inh: HTRA1 (human) protease inhibition. recombinant HTRA1, FP-rhodamine activity-based probe, fluorescence polarization. inhibition, % at 5.96 µM. hit rate 0.5% among 340,000; in the data active = inhibition above about 36%;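 note: 0% = enzyme with DMSO and 100% = wells lacking enzyme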
# An asterisk follows results filed as active; · = no result given.
SMILES,PRMT1 inh,ABHD4 inh,TCR-CD3 inh,MBD2 DNA inh,UHRF1 binding,rCAG RNA binder,NPR1 activator,NPR2 activator,SIAE primary,HTRA1 inh
C=CCC[C@@H](Cc1ccc(F)cc1)C(=O)OC[C@@H]1CCCN1C(=O)[C@@H](CC=C)CC(=O)N[C@@H](CO)Cc1ccccc1,-0.7,-8.2,4.0,-6.6,-4.9,-8.8,-8.2,-8.1,7.8,-32.1
Cc1ccccc1-n1nnnc1-c1ccccc1,4.3,4.2,-3.0,-3.1,1.5,-0.9,2.3,-2.0,2.4,-4.5
Nc1nc(N)c2nc(-c3ccccc3)c(N)nc2n1,-0.5,2.1,-3.8,-10.0,1.9,2.2,10.0,-3.2,-2.8,1.2
Cc1ccc(OCCn2c(=O)sc3ccccc32)cc1,0.6,-7.4,6.8,1.7,1.3,1.7,-8.7,-4.0,-0.1,-15.1
COc1cc(C2C(C(C)=O)=C(O)C(=O)N2Cc2ccccc2)ccc1O (stereo unspecified),-3.2,3.1,4.2,-6.0,-7.2,4.0,4.5,0.7,-0.2,6.6
O=C(c1cccc(COc2ccc(Cl)cc2Cl)c1)N1CCN(c2ccccn2)CC1,0.6,-18.8,-2.3,-4.7,-1.8,0.5,9.9,0.6,-10.8,-66.2
CC1CCC(NC(=O)CSc2nncn2C)CC1 (stereo unspecified),0.2,0.5,2.1,-0.5,-0.1,3.0,0.2,6.8,-8.5,-1.5
COC(=O)c1ccc2nc(-c3cccc(Cl)c3)c(Cc3ccsc3)n2c1,4.2,-5.4,-8.1,9.1,22.4*,12.0,6.7,16.5,-5.3,·
Nc1cc(S(=O)(=O)N2CCOCC2)ccc1N1CCOCC1,3.1,3.3,2.5,-1.0,0.1,3.9,0.3,1.1,4.0,6.4
CN(c1ncc(C(F)(F)F)cc1Cl)N1C(=O)c2cccc([N+](=O)[O-])c2C1=O,-2.8,-2.7,-0.6,1.3,22.7*,-1.0,0.3,-3.2,1.9,7.9
CCOC(=O)Cn1c(-c2nonc2NC(=O)c2ccccc2F)nc2ccccc21,-1.8,-8.5,-1.3,-1.2,-1.0,11.0,10.2,6.2,2.8,-28.5
COc1ccc(Cl)cc1N1CCN(CCNC(=O)Nc2ccccc2C)CC1,1.2,3.7,-3.3,-0.3,2.4,-6.5,-6.5,-4.3,1.3,-16.5
N#Cc1c(N)n[nH]c1Cc1cccc2ccccc12,2.5,-4.8,0.3,-0.7,0.3,4.4,1.0,6.2,-1.9,-4.6
O=C1COc2ccc(C(=O)COc3ccc([N+](=O)[O-])cc3)cc2N1,-12.8,0.9,-5.4,-2.2,0.0,3.6,1.6,3.0,10.2,4.4
O=C(NCc1ccccc1)C(c1ccc(F)cc1)N(C(=O)c1csnn1)C1CC1 (stereo unspecified),-1.0,0.1,5.0,1.2,-0.8,-2.0,-5.0,-5.6,-0.1,-3.6
CCc1cc(C(=O)Nc2cc(Cl)ccc2N2CCN(C)CC2)sc1C,-4.7,-2.6,1.1,1.0,2.1,-1.6,-10.7,-5.0,-3.1,-14.9
Cc1ccccc1OCCn1c(=S)[nH]c2ccccc21,9.9,-2.5,5.5,5.9,1.7,0.5,-2.5,0.0,0.6,3.5
COCCCNCCCCOc1c(Cl)cc(C)cc1Br,-1.2,16.1,3.7,4.9,0.5,5.8,-1.5,-6.3,-0.2,3.7
O=C(CCNC(=O)C1CCN(S(=O)(=O)c2ccc(F)cc2)CC1)NCc1ccccc1Cl,-1.5,-6.3,-4.1,-1.1,-0.3,-3.7,2.3,4.5,1.9,-4.3
COc1ccc(C2(c3ccc(OC)cc3)NC(=O)N(CC(=O)Nc3ccc(OC(F)F)cc3)C2=O)cc1,0.7,-75.4,-2.1,2.6,1.4,8.6,-3.9,3.6,-114.6,-61.5
O=C(Nc1ccc(N2CCCC2)cc1)c1cc(Cl)ccc1Cl,-1.1,2.1,7.4,-7.4,-1.2,14.5,-2.8,-0.2,6.7,59.4*
COc1ccc(/C=C2\SC(N)=NC2=O)cc1Br,6.1,-2.6,-1.7,-3.0,-4.9,15.8,-15.3,-12.1,-8.9,-2.0
Cc1c(NC(=O)C2(c3ccc(Cl)cc3)CCCC2)c(=O)n(-c2ccccc2)n1C,1.8,-4.2,-0.3,3.0,2.6,-6.7,1.4,7.0,12.6,5.3
COc1ccc(C(C)=O)cc1CN1C(=O)NC2(CCCCCCC2)C1=O,0.9,-7.2,1.9,-2.4,-1.5,0.9,3.1,-0.8,-2.8,-9.4
O=C(O)c1ccccc1C(=O)OCCc1cc2ccccc2c(=O)o1,2.1,-7.0,-1.6,1.8,4.0,6.2,0.7,6.7,-2.6,3.5
CCOC(=O)C1(C(N)=O)OC1(c1ccc(Cl)cc1)c1ccccc1Cl (stereo unspecified),3.1,4.3,-4.4,4.0,4.2,0.7,-22.5,-13.7,-9.5,5.8
CCCCN(C)Cc1c(C(=O)N2CCc3ccccc3C2)nc2ccc(Cl)cn12,-0.9,2.6,-5.3,1.6,-0.8,-5.7,-4.1,-3.9,7.4,-5.7
O=C(NCC1COc2ccccc2O1)c1cccs1 (stereo unspecified),0.9,2.2,4.2,-1.6,2.2,0.8,4.7,-4.0,7.0,-1.2
COC(=O)c1ccc(NC(=O)c2ccc3c(c2)C(=O)N(Cc2cccnc2)C3=O)cc1,-1.1,-4.8,2.4,-2.6,-1.4,2.6,2.5,0.2,-3.6,-0.8
COc1ccc(-c2cc(C#N)nc(NN)n2)cc1,0.1,3.1,-9.3,8.4,-2.3,11.0,-2.4,-5.7,4.4,-3.1
CCc1noc(C)c1C(=O)Nc1ccccc1N1CCOCC1,-1.4,-0.2,-10.0,5.1,-0.7,-4.7,1.4,-1.9,-8.0,-5.8
O=C(O)c1ccc(/C=C2\SC(=S)N(NC(=O)c3ccccc3)C2=O)cc1,16.4,-14.0,0.7,-3.9,-0.8,7.1,1.2,3.4,-0.3,-6.1
CC(C)(C)C(=O)CC1(O)C(=O)N(Cc2ccc(Cl)cc2)c2ccccc21 (stereo unspecified),-1.7,4.0,5.1,-1.9,-1.4,-6.0,-3.4,4.0,-5.3,-10.2
Cc1n[nH]c(=O)n1-c1ccc(C(C)C)cc1,-0.5,4.1,6.5,-5.2,-2.7,-4.3,2.9,2.5,-2.6,2.1
O=c1c2ccccc2nc(-c2ccccc2)n1O,-0.6,4.4,8.7,4.3,0.0,-2.6,2.5,0.2,-0.4,5.6
Nc1cccc(-n2cccc2)c1,8.9,-3.2,-7.2,7.0,3.5,4.0,-5.2,5.2,-4.4,8.8
Cc1nn(CC(=O)O)c(C)c1Cl,-0.2,-2.3,-6.4,4.2,4.5,1.2,2.7,4.4,1.5,-3.9
O=C(CN1CCN(c2ccccc2F)CC1)NC(=O)NC1CCCCC1,3.5,-1.0,-5.5,-1.2,-2.0,-1.3,1.2,-0.3,3.6,-4.8
Cc1nn(-c2ccccc2)c(/N=C/c2ccccc2O)c1-c1ccccc1,-4.1,-7.7,2.7,-2.2,-1.5,-2.5,-1.3,-3.2,10.4,-6.6
CC1=CC(C)(C)[N+](C)=CN1c1ccccc1,-2.8,0.3,2.5,-5.9,-0.7,-0.5,0.2,6.6,2.4,-3.2

# One compound at a time, as listed above. Values in the order: PRMT1 inh | ABHD4 inh | TCR-CD3 inh | MBD2 DNA inh | UHRF1 binding | rCAG RNA binder | NPR1 activator | NPR2 activator | SIAE primary | HTRA1 inh
# Cc1nn(CC(=O)O)c(C)c1Cl is listed as -0.2 | -2.3 | -6.4 | 4.2 | 4.5 | 1.2 | 2.7 | 4.4 | 1.5 | -3.9
# O=C(CN1CCN(c2ccccc2F)CC1)NC(=O)NC1CCCCC1 is listed as 3.5 | -1.0 | -5.5 | -1.2 | -2.0 | -1.3 | 1.2 | -0.3 | 3.6 | -4.8

# Following part
SMILES,PRMT1 inh,ABHD4 inh,TCR-CD3 inh,MBD2 DNA inh,UHRF1 binding,rCAG RNA binder,NPR1 activator,NPR2 activator,SIAE primary,HTRA1 inh
CCOC(=O)C1CSC(CC(=O)Nc2ccc(Cl)cc2)C(=O)N1 (stereo unspecified),4.7,-11.0,-2.2,1.0,7.4,1.6,-0.3,0.9,1.2,-5.4
O=C(O)c1ccc2nc(C(F)(F)F)[nH]c2c1,-0.7,1.6,-3.7,1.0,1.3,-1.9,0.7,2.4,-0.5,-0.8
O=C(COC(=O)c1ccccc1SCC(=O)N1CCCC1)Nc1ccccc1,18.5,-5.6,-0.2,0.3,-1.5,-1.5,2.5,5.5,6.0,6.9
O=C(Nc1ccc2c(c1)OCO2)[C@@H]1CCCN1S(=O)(=O)c1cccc2cccnc12,-2.6,-1.6,1.6,-0.8,1.3,-0.8,0.1,1.7,2.3,-0.3
CCc1ccc(NC(=S)N(CCN2CCOCC2)Cc2ccccc2F)cc1,-2.5,0.5,4.7,0.2,-1.1,-5.7,-1.6,1.0,8.1,-4.3
Nc1c(C(=O)Nc2ccc(Cl)c(C(=O)O)c2)sc2nc3c(cc12)CCCC3,9.2,9.0,-0.1,-0.9,1.8,21.2,4.8,-3.2,3.6,-2.0
COc1cccc(-c2ncc3ccccc3c2COC(=O)N2CCOCC2)c1,4.7,-21.2,-1.5,8.8,7.3,4.6,2.8,8.1,-3.8,-1.4
COc1ccc(NC(=O)CN(C)C(=O)c2c(-c3ccccc3Cl)noc2C)cc1,-1.2,3.5,5.4,2.1,-1.3,-2.3,-1.2,-1.6,0.0,-5.3
O=C(c1cccs1)N1N=C(c2ccccc2)CC1c1ccccc1O (stereo unspecified),2.0,-0.9,0.1,9.6,1.1,11.7,-21.1,-19.5,-7.7,-5.1
O=C(OCC(=O)N1CCc2ccccc21)c1ccc[n+]([O-])c1,-1.6,3.8,2.8,-2.0,-0.5,2.6,-2.0,5.5,4.5,0.6
CCOC(=O)CSc1nnc(CSc2nc3sc4c(c3c(=O)[nH]2)CCCC4)n1-c1ccccc1,-0.1,-0.7,0.7,1.9,3.1,3.5,-8.8,-2.2,-0.9,-27.9
CC(Sc1nnc(N)s1)C(=O)NNC(=O)c1cccc(Cl)c1 (stereo unspecified),-2.5,0.7,-5.0,6.2,-3.0,2.6,1.4,3.7,0.1,-0.1
O=C(Cc1ccccc1)NC(CSSCC(NC(=O)Cc1ccccc1)C(=O)O)C(=O)O (stereo unspecified),0.3,0.7,2.7,-1.0,3.7,5.0,1.3,0.8,-4.7,-0.6
CC(C)CCSc1nc2c(c(=O)[nH]c(=O)n2C)n1CCCc1ccccc1,1.2,0.2,-0.5,5.7,-1.6,-0.2,-2.1,3.4,-9.2,-4.6
COC(=O)C1=C(C)N(CCc2ccc(OC)cc2)C(=O)C1,0.3,4.0,-0.8,4.6,7.2,3.8,-1.7,0.1,10.8,-0.6
C[C@@H]1CN([C@H](C)CO)C(=O)c2cc(NC(=O)Nc3ccc(C(F)(F)F)cc3)ccc2O[C@H]1CN(C)C(=O)Nc1ccc(F)cc1,0.9,-131.7,7.6,1.0,-1.0,24.9,1.8,-1.6,-157.5,-112.4
CC(C)(C)C(=O)Cn1nc(Cl)nc1Cl,-3.0,-4.5,9.8,2.2,-1.0,1.3,3.0,3.3,4.1,0.5
COc1ccc(C(CNC(=O)CN2C(=O)NC3(CC(C)CC(C)(C)C3)C2=O)N2CCOCC2)cc1 (stereo unspecified),4.2,-5.8,-7.5,10.4,2.5,-2.8,4.2,11.1,-7.8,4.7
CN1C2CCC1CC(NC(=O)CSc1ccc(C(C)(C)C)cc1)C2 (stereo unspecified),-8.5,0.9,-3.1,-0.3,1.1,-2.6,-5.4,5.7,-5.8,1.3

# An excerpt. The share of hits here may be higher or lower than overall.
